UTI89 phage lysis: protection from phage-mediated lysis, alamar blue read-out – E. coli UTI89, K1F phage, bacterial capsule biogenesis inhibitors (AID 488966); E. coli UTI89 K1F phage lysis, alamar blue, 2 h; higher % means a stronger effect; inhibition, % at 100 µM, or IC50 in µM where a hit was titrated; hit rate 0.02% among 340,000;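 active = phage lysis inhibition, versus mean bacterial control, above a set limit; inconclusive = no clear call, values can overlap the other calls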;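 also: capsule biogenesis inhibitors block K1F phage lysis so surviving cells raise fluorescence; higher fluorescence means more inhibition of phage lysis; actives were called in the ten point dose series up to 300 µM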
T cell modulator: modulates CD8 T cell binding to vesicles. 2C CD8+ T cell-vesicle binding, flow cytometry; stronger effect = lower value. calls only at 7 µM. hit rate 0.068% among 330,000;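 active = response, share of CD8 T cells binding vesicles, and their 90th percentile fluorescence all below set limits, cut at about 80% in these data, passing the limit was not always enough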
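incubation = binding step 1.5 h, 37 °C, antibody labelling 20 min, ice | test system = 2C mouse CD8+ T cells | read-out basis = percent CD8+ FL2 mean versus row control | controls = Peptide-free naked vesicles (low) and QL9 vesicles with 0.7% DMSO vehicle (high) | detection = flow cytometry of vesicle-bound cells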
Rac1 GTP hydrolysis: MgcRacGAP GTPase-activating activity inhibitors, confirmation, biochemical, ADP Hunter fluorescence | MgcRacGAP-stimulated Rac1 GTP hydrolysis, ADP Hunter fluorescence; higher % means a stronger effect; GST-tagged Rac1 F28L mutant substrate | inhibition, % at 30 µM; hits with a dose series show IC50 in µM | hit rate 0.6% among 340,000 | AID 624330;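 active = first-screen hits whose inhibition reached a set limit at any dose in the follow-up dose series; inconclusive = inhibition above the set first-screen limit but never retested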;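 also: fluorescence reports GDP produced by GAP-driven GTP hydrolysis; strong numbers were not always called active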
Myeloid diff 2: compounds promoting myeloid differentiation. calls only at 10 µM. AID 624256. hit rate 1% among 360,000. ER-HoxA9 myeloid progenitors, lysozyme-GFP differentiation, flow cytometry;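 active = normalized GFP-positive differentiation at or above the plate's own cutoff, the solvent-only control mean plus 3 SD; inconclusive = no clear call, values can overlap the other calls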;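 also: cells exposed to compound for four days before flow analysis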
PhoP inhibition: inhibitors of PhoP regulon expression, primary screen, Salmonella Typhimurium, GFP reporter (AID 1863) | S. Typhimurium PhoP-regulated promoter GFP reporter, 4 h; higher % means a stronger effect | hit rate 0.16% among 300,000 | inhibition, % at 50 µM; hits with a dose series show IC50 in µM;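 active = inhibition over 29.93%, a cutoff 3 SD above the screen mean, later confirmed by dose response; inconclusive = inhibition over 29.93% but no dose response follow-up; inactive = inhibition at most 29.93% or unconfirmed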;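 also: 0% = low Mg2+ inducing control and 100% = high Mg2+ repressing control; strong numbers were not always called active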
NTR1 agonist: NTR1-driven beta-arrestin-GFP spot formation – imaging, U2OS cells, high content, primary screen (AID 493036). agonist mode. activation, % at 20 µM. hit rate 0.17% among 330,000;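 active = activation at or above 40% of the spot to cytoplasm intensity ratio, with at least 20 cells analyzed; inconclusive = wells under 20 cells, flagged as cytotoxic or low count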;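 also: 0% = DMSO without peptide and 100% = 100 nM NTR1 peptide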
Target sequence (P30989 whole entry, looked up): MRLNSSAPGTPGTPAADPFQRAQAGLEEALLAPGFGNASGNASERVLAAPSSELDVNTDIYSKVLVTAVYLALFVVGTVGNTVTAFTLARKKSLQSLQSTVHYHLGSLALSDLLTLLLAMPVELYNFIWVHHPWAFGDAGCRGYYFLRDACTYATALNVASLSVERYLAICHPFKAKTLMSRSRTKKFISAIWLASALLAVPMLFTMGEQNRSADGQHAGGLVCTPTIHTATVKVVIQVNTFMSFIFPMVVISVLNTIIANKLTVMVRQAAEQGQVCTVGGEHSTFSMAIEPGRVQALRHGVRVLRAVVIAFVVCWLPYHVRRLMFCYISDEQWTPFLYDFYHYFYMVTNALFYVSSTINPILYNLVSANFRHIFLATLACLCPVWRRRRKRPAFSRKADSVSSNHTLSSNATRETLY
T cell modulator vesicle-bound %: recorded beside T cell modulator, whose call it bears; double positive events, %; measured here: CD8+ vesicle-bound cell fraction;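 binding gate set so that unloaded-vesicle control wells show 10% double positive cells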
NTR1 agonist cell count 20 µM: further read-out of NTR1 agonist, marked with its call; cell count; measured here: cell count, cytotoxicity flag
Myeloid diff 2 GFP+ MAC1+ %: recorded beside Myeloid diff 2, whose call it bears; GFP+ MAC1+ double positive, %; measured here: differentiation confirmed by MAC1 staining
Starred values were filed as active, the others as inactive; i = inactive; ? = inconclusive; / = not tested or not shown. Not all compounds are listed; count on the stated rates, not on these rows.

SMILES	UTI89 phage lysis	T cell modulator	Rac1 GTP hydrolysis	Myeloid diff 2	Myeloid diff 2 GFP+ MAC1+ %	PhoP inhibition	NTR1 agonist	others
O=C1C(F)=CC(COC(c2ccccc2)(c2ccccc2)c2ccccc2)OC1n1cc(F)c(=O)[nH]c1=O (stereo not drawn)	-8.8%	/	17%	/	/	/	/
CN(C)c1ccc(C=c2c3ccccc3n3c2c2ccccc2[n+]3C)cc1	2.8%	/	?	/	/	/	/
COc1ccc(OC)c(/C=C/c2ccnc3ccccc23)c1	3.0%	/	5%	/	/	/	/
COc1cc(C=NO)nc(-c2ccccn2)c1	10%	/	13%	/	/	/	/
CN(O)C(=S)c1ccccc1	-5.4%	/	4%	/	/	/	/
CCCCCCCCOC(=O)c1cc([N+](=O)[O-])c(Sc2ncnc3nc[nH]c23)c([N+](=O)[O-])c1	2.1%	/	1%	/	/	/	/
CCCCCCCCCCCCCCCC[N+](C)(C)CCl	-12%	/	15%	/	/	/	/
COC(=O)C1(Cc2ccc3c(c2)CCC3)Cc2ccc3c(c2C1=O)CCC3 (stereo not drawn)	4.2%	/	-1%	/	/	/	/
O=[N+]([O-])c1cccc(C=NNc2ccc3ccccc3n2)c1O	-2.9%	/	8%	/	/	/	/
CC(C)CC(NC(=O)OCc1ccccc1)C(=O)NC(Cc1ccccc1)C(=O)CCl (stereo not drawn)	1.0%	/	1%	/	/	/	/
COc1cc(N(C)C)ccc1C=c1c2ccccc2n2c1cc(-c1ccccc1)[n+]2C	-6.2%	/	?	/	/	/	/
CCN(CC)CCCC(C)n1c2nc(=O)[nH]c(=O)c-2nc2cc(Cl)ccc21 (stereo not drawn)	1.8%	/	6%	/	/	/	/
COC(=O)c1c[nH]c2c1-c1cc(C(=O)OCc3ccccc3)n(S(=O)(=O)c3ccc(C)cc3)c1C(=O)C2=O	4.3%	/	1%	/	/	/	/
CCCCCCCCCCCCCC(=O)NO	-3.2%	/	0%	/	/	/	/
CC(=NNC(=O)c1ccncc1)c1ccc2ccccc2c1O	-2.1%	/	20%	/	/	/	/
CC(=O)c1cc2c(cc1F)C(C)(C)CCC2(C)C	0.7%	/	6%	/	/	/	/
CCOCC(=O)NC1CCc2cc(OC)c(OC)c(OC)c2-c2ccc(SC)c(=O)cc21 (stereo not drawn)	-2.1%	/	2%	/	/	/	/
N/C(=N\N=Cc1ccc2c(c1)OCO2)NN=Cc1ccc2c(c1)OCO2	-0.5%	/	4%	/	/	/	/
C#CCOCCOCCOCCNc1nc(N2CCN(C(=O)[C@H](Cc3cc4ccccc4[nH]3)n3cc([C@@H](N)Cc4ccc(O)cc4)nn3)CC2)nc(N2CCN(C(=O)[C@H](Cc3cc4ccccc4[nH]3)n3cc([C@@H](N)CC(C)C)nn3)CC2)n1	9.2%	/	7%	/	/	-2%	/
Cc1nn(CC(=O)NCCCN2CCCC2=O)c(C)c1[N+](=O)[O-]	/	i	/	i	0.6	/	3.0	T cell modulator vesicle-bound %=31;NTR1 agonist cell count 20 µM=56
CCOC(=O)Nc1ccc(N2CCOCC2)c(S(=O)(=O)Nc2ccc(Cl)cc2)c1	/	i	/	i	2.0	/	6.0	T cell modulator vesicle-bound %=53;NTR1 agonist cell count 20 µM=65
CC(C)N(C(=S)Nc1ccc(S(=O)(=O)N2CCOCC2)cc1)c1ccccc1	/	i	/	i	0.6	/	0.1	T cell modulator vesicle-bound %=45;NTR1 agonist cell count 20 µM=39
CCOc1cc(N2CCOCC2)c(OCC)cc1NC(=O)c1cnccn1	/	i	/	i	0.5	/	0.9	T cell modulator vesicle-bound %=55;NTR1 agonist cell count 20 µM=47
CC1CCCC(NC(=O)CSc2n[nH]c(=O)n2Cc2ccccc2)C1C (stereo not drawn)	/	i	/	i	1.0	/	3.2	T cell modulator vesicle-bound %=29;NTR1 agonist cell count 20 µM=80
CN(C(=O)CN1C(=O)NC2(CCc3ccccc32)C1=O)C1CCCCC1 (stereo not drawn)	/	i	/	i	0.6	/	8.0	T cell modulator vesicle-bound %=49;NTR1 agonist cell count 20 µM=73

An excerpt from above in order of length of the SMILES, low to high:
SMILES	UTI89 phage lysis	T cell modulator	Rac1 GTP hydrolysis	Myeloid diff 2	Myeloid diff 2 GFP+ MAC1+ %	PhoP inhibition	NTR1 agonist	others
CN(O)C(=S)c1ccccc1	-5.4%	/	4%	/	/	/	/
CC(=O)c1cc2c(cc1F)C(C)(C)CCC2(C)C	0.7%	/	6%	/	/	/	/
CC1CCCC(NC(=O)CSc2n[nH]c(=O)n2Cc2ccccc2)C1C (stereo not drawn)	/	i	/	i	1.0	/	3.2	T cell modulator vesicle-bound %=29;NTR1 agonist cell count 20 µM=80

Back to the main list; the 6 compounds before the break are reprinted first.
SMILES	UTI89 phage lysis	T cell modulator	Rac1 GTP hydrolysis	Myeloid diff 2	Myeloid diff 2 GFP+ MAC1+ %	PhoP inhibition	NTR1 agonist	others
Cc1nn(CC(=O)NCCCN2CCCC2=O)c(C)c1[N+](=O)[O-]	/	i	/	i	0.6	/	3.0	T cell modulator vesicle-bound %=31;NTR1 agonist cell count 20 µM=56
CCOC(=O)Nc1ccc(N2CCOCC2)c(S(=O)(=O)Nc2ccc(Cl)cc2)c1	/	i	/	i	2.0	/	6.0	T cell modulator vesicle-bound %=53;NTR1 agonist cell count 20 µM=65
CC(C)N(C(=S)Nc1ccc(S(=O)(=O)N2CCOCC2)cc1)c1ccccc1	/	i	/	i	0.6	/	0.1	T cell modulator vesicle-bound %=45;NTR1 agonist cell count 20 µM=39
CCOc1cc(N2CCOCC2)c(OCC)cc1NC(=O)c1cnccn1	/	i	/	i	0.5	/	0.9	T cell modulator vesicle-bound %=55;NTR1 agonist cell count 20 µM=47
CC1CCCC(NC(=O)CSc2n[nH]c(=O)n2Cc2ccccc2)C1C (stereo not drawn)	/	i	/	i	1.0	/	3.2	T cell modulator vesicle-bound %=29;NTR1 agonist cell count 20 µM=80
CN(C(=O)CN1C(=O)NC2(CCc3ccccc32)C1=O)C1CCCCC1 (stereo not drawn)	/	i	/	i	0.6	/	8.0	T cell modulator vesicle-bound %=49;NTR1 agonist cell count 20 µM=73
O=C(NC(=S)NC12CC3CC(CC(C3)C1)C2)c1ccc(F)cc1	/	i	/	i	0.8	/	6.0	T cell modulator vesicle-bound %=27;NTR1 agonist cell count 20 µM=63
Cc1ccc(Oc2ccc(OCC(=O)Nc3ccncc3)cc2)cc1	/	i	/	i	0.0	/	1.1	T cell modulator vesicle-bound %=33;NTR1 agonist cell count 20 µM=69
CC(=O)Nc1ccc(OCC(=O)Nc2ccc(Cl)c(S(=O)(=O)N3CCOCC3)c2)cc1	/	i	/	i	0.5	/	4.7	T cell modulator vesicle-bound %=26;NTR1 agonist cell count 20 µM=62
COC(=O)c1cccc(NC(=O)c2ccc(S(=O)(=O)N(C)c3ccccc3OC)cc2)c1	/	/	13%	i	1.2	/	/
CCCCCC(=O)N1C[C@H](O)[C@@H](n2cc(-c3ccc(F)cc3)nn2)C[C@@H]1c1ccc(Cl)cc1	/	/	9%	i	0.9	/	/
NC(=S)NN=Cc1cc(-c2cccc(N)c2)ccn1	/	/	0%	i	0.9	/	/
Cc1cn([C@H]2C[C@H](O)[C@@H](CCC(=O)NCc3ccc(N(C)C)cc3)O2)c(=O)[nH]c1=O	/	/	14%	i	0.5	/	/
CCCCCCn1c(=O)n2n(c1=O)C[C@]1(OC(=O)NCc3ccccc3F)CN(S(=O)(=O)c3ccc(C)cc3)C[C@]1(O)C2	/	/	13%	i	1.4	/	/
C[C@@H]1CN([C@H](C)CO)C(=O)CCCn2nncc2CO[C@H]1CN(C)C(=O)C1CC1	/	/	11%	i	0.5	/	/
O=C(OCc1ccccc1)N1CCC2CC1c1cc(N3CCN(S(=O)(=O)c4cc(Cl)cc(Cl)c4)CC3)ccc12 (stereo not drawn)	/	/	13%	i	0.4	/	/
COc1ccc(NC(=O)C[C@H]2C(=O)N(Cc3ccccc3)C[C@@H]2CSC)cc1	/	/	6%	i	0.5	/	/
C[C@H]1CN([C@@H](C)CO)C(=O)c2cc(Br)cnc2O[C@H]1CN(C)Cc1ccccc1C(=O)O	/	/	12%	i	0.3	/	/
C[C@@H]1CCCCO[C@@H](CN(C)S(=O)(=O)c2cn(C)cn2)[C@@H](C)CN([C@H](C)CO)C(=O)c2cc(N(C)C)ccc2O1	/	/	18%	i	1.4	/	/
CSc1ncnc2c1ncn2CCCNC1CCN(Cc2ccccc2)CC1	/	/	19%	i	0.3	/	/
Cc1ccc(S(=O)(=O)N2CC3(O)CN(C(=O)OC(C)C)N(C(=O)OC(C)C)CC3(OC(=O)NC3CCCC3)C2)cc1 (stereo not drawn)	/	/	9%	i	1.0	/	/
COc1ccc2nc3n(c(=O)c2c1)-c1cc2ccccc2cc1C(=O)NC3Cc1ccc(O)cc1 (stereo not drawn)	/	/	8%	i	0.6	/	/
O=C(OCc1cn([C@H]2CN(CC3CCCCC3)[C@@H](c3ccc(Cl)cc3)C[C@@H]2O)nn1)c1ccccc1	/	/	17%	i	1.0	/	/
COc1ccc(-n2nnnc2CNC(=O)c2c(-c3ccccc3Cl)noc2C)cc1	/	/	14%	i	0.8	/	/
CC1=CC(C)C(=O)N(C)C(C)=C1 (stereo not drawn)	/	/	11%	i	0.7	/	/

Screens: PubChem BioAssay, several laboratories
